# HepG2 viability = HepG2 cytotoxicity, counter-screen for TGF-b inhibitors; HepG2 CAGA-GFP viability, ATP luminescence, 18 h; Potency, µM (highest dose often 46.1 µM), inactives show top-dose activity change, negative = cytotoxicity, usual class: cytotoxic; actives 0.76% (n = 410,000); also: potency is read from the fitted curve at half-maximal effect; some results filed as inactive show a strong effect at the top dose
#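 CellTiter-Glo luminescence gave cytotoxicity after 18 hours at 37 degrees C. The cells were HepG2 CAGA-GFP in 1% FBS DMEM, stimulated with 500 pg/mL TGF-beta after compound addition. %Activity was normalised to no-cell wells (complete cell-killing) and DMSO (no toxicity), and curves were fitted and classified.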
# Nrf2 block = blocks Nrf2 signaling; AID 504444; actives 2.1% (n = 360,000); Potency, µM (titrated, usually from 46 µM), for inactives: at the highest dose activity change, negative = inhibition, usual class: inhibitors; A549 ARE-Fluc reporter, luciferase luminescence, 18-24 h; also: potency is read from the fitted curve at half-maximal effect; % is scaled to controls: 0 for no effect and ±100 for the full control effect; nearly all actives have a fitted effect of over 60% in size
#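 Nrf2 activity is the BugLite luminescence, read 15 min after reagent at room temperature, following CellTiter-Fluor cytotoxicity readout (30 min, 37C). Compound titrations were applied for 18-24 h to 5000 A549 ARE_Fluc cells/well in 5% FBS OPTI-MEM.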
# pAkt inh = inhibitors of Akt phosphorylation | AID 651550 | activity change, % for hits at 50 µM | actives 0.32% (n = 360,000) | Neuro2A IGF-stimulated pAkt S473 HTRF, 20 min; stronger effect = lower value; in the data active = activity change below about -80%; inconclusive = mostly about -51% to -80%; also: % is scaled to controls: 0 for no effect and ±100 for the full control effect
#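 Single-point screen (50 µM final compound) in Neuro2A cells stimulated 20 min with 6 nM IGF at 37 deg C. After lysis, Ser473-phosphorylated Akt read by HTRF (ex 330 nm, em 615/665 nm) as the 665/615 ratio.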
# A549 tox = counter-screen for Nrf2 inhibitors: cytotoxicity in A549 cells; A549 ARE-Fluc cells, CellTiter-Fluor viability, 18-24 h; Potency, µM (series often up to 46 µM), inactives show top-dose activity change, negative = cytotoxicity, usual class: inhibitors; actives 0.16% (n = 390,000); also: potency is read from the fitted curve at half-maximal effect; % is scaled to controls: 0 for no effect and ±100 for the full control effect
#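 A549 ARE-Fluc cells in 5% FBS OPTI-MEM, 5000 cells/well, rested 2 h then exposed to compounds in concentration-response for 18-24 h at 37 °C. Viability by CellTiter-Fluor fluorescence (Ex 405/Em 525) after 30 min; luciferase luminescence (BugLite, 15 min, RT) read afterwards.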
# TGFb inhibitor = inhibitors of TGF-b signaling | HepG2 CAGA-GFP TGF-b/SMAD3 reporter, GFP fluorescence, 18 h; TGF-beta stimulated, 500 pg/mL final | Potency, µM (top dose mostly 46.1 µM), inactives show at the top dose activity, negative = inhibition, actives largely listed as inhibitors | actives 1.2% (n = 410,000); also: potency is read from the fitted curve at half-maximal effect; % is scaled to controls: 0 for no effect and ±100 for the full control effect; nearly all actives have a fitted effect of over 65% in size
#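 Smad-responsive CAGA-GFP expression was quantified in HEPG2 cells exposed to compounds and 500 pg/mL final TGF-beta for 18 h at 37 degrees C; unstimulated wells defined full inhibition.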
# S2 tox = reduces viability in counter-screen for ATXN expression inhibitors. S2 cells (HEK-293 line with an ATXN2-luciferase reporter) viability, CellTiter-Fluor protease fluorescence, 24 h. AID 651635. actives 0.49% (n = 400,000). Potency, µM (titrated, usually from 56.7 µM), actives largely listed as cytotoxic; also: potency is read from the fitted curve at half-maximal effect; nearly all actives have a fitted effect of over 40% in size
# Nrf2 activator = activators of Nrf2 (ARE) signaling; AREc32 ARE-luciferase reporter (MCF7-derived line), luminescence, 24 h; Potency, µM (series often up to 46.1 µM), for the others: at the top dose activation, usual class: activators; actives 0.31% (n = 410,000); also: potency is read from the fitted curve at half-maximal effect; % of control where 0% means no effect; nearly all actives have a fitted effect of over 65% in size
#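 Nrf2 activation is followed as ARE-luciferase induction in the AREc32 line after one day of compound treatment; luminescence is read with Steady-Glo.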
# CCT chaperon mod = changes cytosolic chaperonin activity | AID 651819 | actives 0.3% (n = 360,000) | purified chaperonin ATPase assay, HTRF ADP detection, 30 min | activity change, % (concentration not given with the values), hits read low; in the data active = activity change below about -30%; also: % is scaled to controls: 0 for no effect and ±100 for the full control effect
#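 First, chaperonin was dispensed at 40 nM or 20 nM final depending on batch activity. Next, compounds were pinned at 76 uM and ATP added at 10 uM. After 30 min at 37 °C, ADP detection reagents ran 30 min at ambient temperature.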
# Mm-Cpn inhibitor = blocks the Methanococcus maripaludis chaperonin Mm-Cpn; AID 504842; actives 0.031% (n = 330,000); Potency, µM (doses to about 76.9 µM), for inactives: top-dose activity, negative = inhibition, most hits filed as inhibitors; purified Mm-Cpn ATPase, ADP Transcreener TR-FRET; also: potency is read from the fitted curve at half-maximal effect; % is scaled to controls: 0 for no effect and ±100 for the full control effect; nearly all actives have a fitted effect of over 80% in size
#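 Quantitative HTS used 25 nM Mm-CPN and 10 uM ATP in magnesium/KCl Tris buffer, pH 7.4, with 1 mM DTT. Hydrolysis ran 30 min at 37°C; ADP was read by HTRF.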
# The depositor's hits bear a star; i = inactive; ? = inconclusive; . = no result given; [ ] = remark or other dose. Unless noted, calls follow the shape of the dose curve; as a rule, active = well fitted curve in the direction sought with a large enough effect; inconclusive = small, poorly fitted or top-dose-only effect, or another doubt; inactive = no such curve, though single readings can be large; an effect the other way counts as inactive or inconclusive.
SMILES,HepG2 viability,Nrf2 block,pAkt inh,A549 tox,TGFb inhibitor,S2 tox,Nrf2 activator,CCT chaperon mod,Mm-Cpn inhibitor
COc1ccc(C2N=C(N)N=C(N)N2c2ccccc2OC)cc1OC (centres undefined),-12%,2%,i,-2%,-1%,i,-0.3%,0.5,3%
CN=C(Nc1cccc(Cl)c1)SC1CC(=O)N(c2ccc(OC)cc2)C1=O (centres undefined),-58%,4%,i,-15%,?,i,0.4%,-5.2,-1%
CSc1ccc(CN(C)CC(=O)N(C)CC(=O)Nc2ccccc2Br)cc1,-24%,1%,i,0%,-23%,i,0.2%,-0.7,0%
COc1ccc(S(=O)(=O)CCC(=O)NCCc2ccc(C)cc2)cc1,-13%,9%,i,0%[1.84 µM],2%,i,-0.5%,-1.4,-27%
C=C(C)n1c(=O)n(Cc2ccc(C)cc2)c2ccccc21,8%,16µM*,i,-22%,-1%,i,0.3%,1.5,0%
Cc1ccc(OC(C)C(=O)N2CCCc3ccccc32)cc1 (centres undefined),-17%,10%,i,21%,-6%,i,-0.6%,-2.7,-1%
Cc1ccc(C2(C)NC(=O)N(CC(=O)N3CCN(S(=O)(=O)c4ccccc4[N+](=O)[O-])CC3)C2=O)cc1 (centres undefined),-7%,2%,i,1%,-8%,?,7.1%,-0.4,.
Cc1cccc(N(CC(=O)NCc2ccco2)C(=O)CCC(=O)Nc2ccccn2)c1C,-3%,-11%,i,1%,-5%,i,4.5%,-1.7,-6%
Cc1ccc(SCc2ccc(C(=O)N3CCCCC3)cc2)cc1,-9%,?,i,6%,-14%,?,-0.1%,-0.1,0%
COc1ccc(C)cc1NC(=O)CN1C(=O)COc2ccc(S(=O)(=O)NC3CCCC3)cc21,13%,3%,.,-11%,-11%,?,1.5%,.,.
CC(=O)Nc1ccc(-c2cc(NC(C)=O)n(-c3ccccc3)n2)cc1,-3%,.,i,-1%,13%,i,0.0%,0.8,0%
O=C1Nc2ccccc2/C1=C/c1ccccc1F,-38%,14%,i,1%,-25%,i,?,-0.1,0%
Cc1sc2nc(CSc3nnc(Cc4cccs4)n3C3CCCCC3)[nH]c(=O)c2c1C,2%,-13%,i,1%,13%,i,-0.5%,1.0,-21%
COc1ccc(S(=O)(=O)N2CCc3ccccc32)cc1C(=O)NCCc1ccc(S(N)(=O)=O)cc1,-4%,2%,i,0%,-26%,i,-2.4%,-1.1,0%
C=CCn1c(SCC(=O)N2CCOCC2)nc(O)c(Cc2ccccc2)c1=O,6%,23%,i,7%,16%,i,-1.3%,-2.5,1%
COc1ccc(/C=C2\N=C(C)OC2=O)cc1[N+](=O)[O-],27%,-17%,i,0%,0%,i,-0.2%,0.1,0%
Cc1ccccc1S(=O)(=O)Cc1ccc(C(=O)NCc2cccs2)o1,-12%,?,i,3%,5%,i,0.3%,-3.6,0%
Cc1c(C(=O)NCC(C)(C)N2CCOCC2)oc2ccccc12,-25%,1%,i,0%,22%,i,0.0%,0.9,-2%
CC(C)CC1Nc2ncnc(N3CCN(c4ccccc4)CC3)c2N(Cc2ccc(Cl)cc2)C1=O (centres undefined),-4%,1%,i,-8%,3%,?,0.4%,-0.4,-7%
CC(C)Cc1csc(=S)[nH]1,-2%,2%,i,0%,7%,i,14%,-0.8,.
O=C(/C=C/c1c(Cl)cccc1Cl)Nc1ccncc1,-40%,1%,i,-3%,-22%,i,?,-1.1,-4%
COc1ccc(C2Nc3ccccc3C(=O)N2NC(=O)c2ccccc2)cc1OC (centres undefined),-5%,7%,i,5%,0%,i,-0.1%,-1.4,1%
COc1ccc(NC(=O)C2CCN(S(C)(=O)=O)CC2)cc1,6%,-21%,i,-6%,-12%,i,-0.4%,0.6,0%
COc1ccc(/C=N/NS(=O)(=O)c2ccccc2)cc1OS(=O)(=O)c1ccccc1,6%,.,i,9%,?,i,-0.4%,-0.7,1%
CCOC(=O)c1c(NC(C)=O)sc(/C(C)=N/Nc2ccc(C(=O)O)cc2)c1C,-14%,?,i,-4%,4%,i,9.4%,-1.1,-13%

# One compound at a time, as listed above. Order of values: HepG2 viability, Nrf2 block, pAkt inh, A549 tox, TGFb inhibitor, S2 tox, Nrf2 activator, CCT chaperon mod, Mm-Cpn inhibitor
# `CC(C)Cc1csc(=S)[nH]1` as listed: -2%, 2%, i, 0%, 7%, i, 14%, -0.8, .
# `COc1ccc(/C=N/NS(=O)(=O)c2ccccc2)cc1OS(=O)(=O)c1ccccc1` as listed: 6%, ., i, 9%, ?, i, -0.4%, -0.7, 1%

# (more compounds)
SMILES,HepG2 viability,Nrf2 block,pAkt inh,A549 tox,TGFb inhibitor,S2 tox,Nrf2 activator,CCT chaperon mod,Mm-Cpn inhibitor
Clc1ccc(COc2ccccc2CNCc2cccnc2)cc1,-31%,-14%,.,?,?,i,-0.1%,-1.8,0%
CN1CCN(C(CNS(=O)(=O)c2ccc(Br)cc2)c2ccc3c(c2)OCO3)CC1 (centres undefined),-18%,-13%,i,18%,6%,i,4.0%,0.5,-1%
COc1ccc(C(=O)Nc2ccc3ccccc3c2)cc1OC,-1%,2%,i,-11%,15%,i,4.4%,0.3,-6%
CCCCCCCCCCCCCCC(O)C[N+](C)(CCO)CCO (centres undefined),-104%,4%,i,-1%,?,?,2.0%,-25,.
Cc1ccc(-n2nnnc2-c2cccnc2)cc1,-13%,7%,i,2%,-20%,i,0.4%,0.4,2%
O=C(Nc1nc2c(s1)CCCC2)c1ccc(N2C(=O)CCC2=O)cc1,-2%,?,i,0%,4%,i,-0.6%,0.6,-4%
Cc1ccc(C(=O)NNC(=O)c2cccc(Br)c2)cc1,-8%,8%,i,2%,6%,i,5.8%,-0.1,-1%
CC1=NC(C)(C)Cc2c(C)cccc21,7%,2%,i,0%,10%,i,0.0%,2.1,0%
C[C@H](c1ccccc1)N1C[C@H](COCc2ccccc2)Oc2cc(N3CC[C@@H](O)C3)ccc2S1(=O)=O,.,.,i,.,.,?,5.9%,-0.7,.
COc1cc2nc(NC(=O)c3ccc(S(=O)(=O)N4CCCC4)cc3)sc2cc1OC,-40%,.,.,7%,?,.,-1.1%,.,.
Cc1ccc(F)cc1NC(=O)CN1C(=O)NC2(CCCc3ccccc32)C1=O (centres undefined),-61%,17%,i,-5%,2%,i,-0.2%,2.6,0%
Cc1ccc(CNC(=O)c2ccc3c(O)c(S(=O)(=O)c4ccc(Cl)cc4)c(=O)[nH]c3c2)cc1,-14%,10%,.,4%,-10%,i,0.6%,.,.
O=C(CCNC(=O)C1CCN(S(=O)(=O)c2ccccc2)CC1)NCc1ccccc1Cl,-1%,6%,i,1%,-1%,i,-0.3%,-1.8,-4%
COc1ccc(C(N)c2csc(NC(=O)Nc3cccc(C(F)(F)F)c3)n2)cc1 (centres undefined),-107%,.,i,.,?,18µM*,-2.1%,-1.5,.
CCCN1C(=O)/C(=C/c2ccc3c(c2)OCO3)NC1=S,-9%,-14%,i,7%,-9%,i,2.5%,-1.6,0%
CN1CCN(C(=O)C2CCC(=O)N(CCc3cccc(F)c3)C2)CC1 (centres undefined),-36%,0%,i,-2%,?,?,0.2%,0.1,-7%
COc1ccc(NS(=O)(=O)c2ccc(C)c(C(=O)NCCCN3CCCC3=O)c2)cc1,1%,-4%,i,-4%,12%,?,0.4%,-1.9,-2%
COc1ccc(S(=O)(=O)N(C)[C@H]2C[C@H]3c4cc(-c5ccccc5)ccc4CCN3C(=O)[C@H]2[C@H](C)O)cc1,-28%,.,i,.,?,?,-0.9%,1.2,.
CC(=O)Nc1ccc2nc(CN3CCN(CC=C(C)C)C(CCO)C3)ccc2c1 (centres undefined),0%,-9%,i,2%,-14%,i,-0.4%,-0.9,0%
COc1ccc(C(=O)NCCc2ccc(S(N)(=O)=O)cc2)cc1OC,1%,22%,i,.,0%,i,3.9%,0.4,0%
COc1ccc(C2C=C3CNS(=O)(=O)C3CC2OC(=O)c2ccc(C(F)(F)F)cc2)cc1 (centres undefined),-88%,?,.,?,14µM*,.,.,.,.
N/C(=N\O)c1ccc(N2CCN(c3ncccc3C(F)(F)F)CC2)nc1,0%,?,i,6%,12%,i,2.6%,2.5,1%
O=C(CNC(=O)c1ccccc1F)OCC(=O)N1CCCc2ccccc21,-21%,0%,i,3%,-12%,i,-0.6%,-1.7,-1%
CC[C@@H](C)[C@@H](C(=O)N1CCN(C(=O)OC(C)(C)C)CC1)n1cc(CCCCNC(=O)OC(C)(C)C)nn1,-5%,?,i,-4%,-8%,?,0.5%,-0.6,.
Cc1ccc(N2CC(C(=O)N3CCC(C(=O)Nc4nncs4)CC3)CC2=O)cc1 (centres undefined),-3%,-4%,i,-9%,2%,i,-0.8%,-0.2,0%
O=C(Cc1nc2ccccc2[nH]1)N/N=C/c1ccccc1,-17%,5%,i,8%,-25%,i,4.3%,-0.2,2%
O=C(NC(=O)c1ccc(Cl)cc1)OC1CCCCC1,-2%,?,i,-4%,-6%,i,1.9%,-3.9,2%
CCOC(=O)c1sc2nc(C)nc(SC(C)C(=O)N(C)c3ccccc3)c2c1C (centres undefined),2%,-29%,i,-6%,?,i,6.2%,-1.9,-6%
CCOC(=O)NC(NCc1ccccc1)(C(F)(F)F)C(F)(F)F,-15%,1%,i,0%,-4%,i,-0.1%,2.9,1%

# Ordered by the number under Nrf2 activator (falling): 5 of the compounds above.
SMILES	Nrf2 activator
CCOC(=O)c1sc2nc(C)nc(SC(C)C(=O)N(C)c3ccccc3)c2c1C (centres undefined)	6.2%
O=C(NC(=O)c1ccc(Cl)cc1)OC1CCCCC1	1.9%
CN1CCN(C(=O)C2CCC(=O)N(CCc3cccc(F)c3)C2)CC1 (centres undefined)	0.2%
Cc1ccc(F)cc1NC(=O)CN1C(=O)NC2(CCCc3ccccc32)C1=O (centres undefined)	-0.2%
O=C(Nc1nc2c(s1)CCCC2)c1ccc(N2C(=O)CCC2=O)cc1	-0.6%

# Screening data as filed in PubChem BioAssay.
